RGS12 GoLoco inh = qHTS Assay for Inhibitors of RGS12 GoLoco Motif Activity (Red Fluorophore); Guanine nucleotide-binding protein G(i) subunit alpha-1 (Homo sapiens), P63096; actives 0.44% (n = 230,000); Gai1:RGS12 GoLoco peptide FP, rhodamine, 10 min; Potency, µM (highest dose often 61.6 µM), without a hit: at the highest dose activity, negative = inhibition, actives largely listed as inhibitors; active = well fitted inhibition curve with a large enough effect, not every such curve was filed as active; inactive = no such curve, though single readings can be large or run the other way; note: % is set by controls: 0 for no effect and ±100 for the full control effect; nearly all actives have a fitted effect of over 30% in size; many of its hits are not listed in these tables
Target sequence (P63096 whole entry, looked up): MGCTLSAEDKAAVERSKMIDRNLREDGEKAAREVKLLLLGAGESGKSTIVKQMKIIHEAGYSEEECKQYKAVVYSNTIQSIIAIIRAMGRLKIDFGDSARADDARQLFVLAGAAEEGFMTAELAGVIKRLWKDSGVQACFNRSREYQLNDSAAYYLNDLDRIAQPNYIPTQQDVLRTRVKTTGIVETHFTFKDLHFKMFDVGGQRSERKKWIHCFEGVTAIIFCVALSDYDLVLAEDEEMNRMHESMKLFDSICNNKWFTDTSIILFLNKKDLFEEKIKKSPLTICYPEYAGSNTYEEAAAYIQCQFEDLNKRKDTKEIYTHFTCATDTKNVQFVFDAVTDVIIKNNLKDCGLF
NPSR antag = qHTS Assay for Antagonists of the Neuropeptide S Receptor: cAMP Signal Transduction; CHO-NPSR cells, cAMP TR-FRET, antagonist mode; Potency, µM (highest dose often 38.3 µM), for inactives: at the highest dose activity change, negative = inhibition, actives largely listed as inhibitors; actives 1% (n = 220,000); AID 1461, 2008; note: % is set by controls: 0 for no effect and ±100 for the full control effect; nearly all actives have a fitted effect of over 50% in size; many of its hits are not listed in these tables
Target sequence (Q6W5P4 whole entry, looked up): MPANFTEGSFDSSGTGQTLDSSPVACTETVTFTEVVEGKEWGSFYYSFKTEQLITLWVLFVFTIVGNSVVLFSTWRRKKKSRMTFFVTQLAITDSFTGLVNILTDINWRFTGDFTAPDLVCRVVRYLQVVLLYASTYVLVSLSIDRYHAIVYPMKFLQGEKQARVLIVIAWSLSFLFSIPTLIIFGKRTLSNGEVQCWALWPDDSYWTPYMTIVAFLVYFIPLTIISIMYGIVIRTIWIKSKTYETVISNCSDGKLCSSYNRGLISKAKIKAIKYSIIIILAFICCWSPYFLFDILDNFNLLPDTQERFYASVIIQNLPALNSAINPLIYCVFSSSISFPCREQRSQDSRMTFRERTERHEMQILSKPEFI
JMJD2E inh = qHTS Assay for Inhibitors of Human Jumonji Domain Containing 2E (JMJD2E); Potency, µM (titrated, usually from 57.1 µM), for the others: top-dose activity change, negative = inhibition, hits mostly inhibitors; actives 1.6% (n = 230,000); JMJD2E catalytic domain, FDH-coupled NADH fluorescence (FDH is formaldehyde dehydrogenase); Lysine-specific demethylase 4E (Homo sapiens), B2RXH2; active = well fitted inhibition curve with a large enough effect, not every such curve was filed as active; inconclusive = small, poorly fitted or top-dose-only effect, or another doubt; inactive = no such curve, though single readings can be large or run the other way;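 note: 0% = wells with enzyme and -100% = buffer wells without enzyme; nearly all actives have a fitted effect of over 50% in size; many of its hits are not listed in these tables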
SMN2 splice enh = qHTS Assay for Enhancers of SMN2 Splice Variant Expression. AID 1458, 2008. HEK293 SMN2-luciferase splicing reporter, luminescence, 30-36 h. Potency, µM (top dose mostly 46.1 µM), for inactives: top-dose activity change, positive = activation, most hits filed as activators. actives 2.8% (n = 210,000); note: % of control where 0% means no effect; nearly all actives have a fitted effect of over 55% in size
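HEK293 cells carry an SMN2 minigene-luciferase reporter in which exon 7 inclusion puts luciferase in frame. Cells were seeded at 2000 cells/well, attached for 10-12 hours, then exposed to compounds for 30-36 hours at 37C before ONE-Glo luminescence.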
RECQ1 helicase = qHTS Assay for Inhibitors of RecQ-Like Dna Helicase 1 (RECQ1) | ATP-dependent DNA helicase Q1 (Homo sapiens), P46063 | RECQ1 DNA unwinding, red fluorescence kinetic read | Potency, µM (highest dose often 57.3 µM), for the others: at the highest dose activity, negative = inhibition, hits mostly inhibitors | actives 0.54% (n = 240,000);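 note: plate controls were vehicle for no effect and no enzyme for full effect; nearly all actives have a fitted effect of over 30% in size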
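RECQ1T1 50 nM; forked duplex (20 bp + 30-nt ss tails) 200 nM, ATP 2 mM final; pH 8.0, 2 mM MgCl2, 2.5 ug/ml poly(dI-dC); 15 min compound preincubation; discontinuous kinetic read over 2 h at RT.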
IMPase Li cell = qHTS Assay for Identifying the Cell-Membrane Permeable IMPase Inhibitors: Potentiation with Lithium. actives 0.35% (n = 210,000). AID 1457, 2008. CHO-M1 cells, IP1 TR-FRET (IP-One), carbachol + lithium. Potency, µM (highest dose often 59.4 µM), for inactives: at the top dose activity, negative = IMPase inhibition, hits mostly inhibitors;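 note: IP1 builds up when IMPase is blocked and the TR-FRET signal falls; plate controls were basal vehicle for no effect and high inhibitor control for full effect; nearly all actives have a fitted effect of over 50% in size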
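Steps: plate 2000 CHO-M1 cells per well and culture 16–30 h; add compound and lithium; incubate 30 min, 37C; add d2-IP1 tracer and Eu cryptate anti-IP1 antibody in lysis buffer; read after 10 min at room temperature.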
Epigenetic reg = Quantitative High-Throughput Screen for Regulators of Epigenetic Control; murine LDR cells, GFP reporter derepression, 30 h; Potency, µM (titrated, usually from 53.9 µM), for inactives: at the highest dose GFP activation, hits mostly activators; actives 0.2% (n = 280,000); note: % of control where 0% means no effect; nearly all actives have a fitted effect of over 60% in size
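Reporter derepression read as number of fluorescent GFP-positive objects, 20-120 um in size, counted by laser-scanning cytometer. Mouse LDR line with an epigenetically silenced CMV-GFP locus; compound incubation 30 h, 37 C.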
KinaseGlo FLuc = Counterscreen for Luciferase (Kinase-Glo TM) Inhibition. Kinase-Glo luciferase, ATP luminescence, 8 min. actives 0.28% (n = 200,000). Potency, µM (titrated, usually from 38.3 µM), for the others: at the top dose activity change, negative = inhibition, hits mostly inhibitors. AID 1379, 2008; note: % is set by controls: 0 for no effect and ±100 for the full control effect; nearly all actives have a fitted effect of over 60% in size
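Kinase-Glo luciferase light output from ATP and luciferin was measured with 10 uM ATP, within the enzyme's linear range. Buffer: 50 mM imidazole pH 7.2, 50 mM KCl, 7 mM MgCl2, 0.01% Tween 20, 0.05% BSA; luminescence read after 8 min at ambient temperature.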
Starred values were filed as active, the others as inactive; i = inactive; ? = inconclusive; · = not tested or not shown; [ ] = dose if it differs, or a comment. Unless noted, calls come from the whole dose curve; as a rule, active = well fitted curve in the direction sought with a large enough effect; inconclusive = small, poorly fitted or top-dose-only effect, or another doubt; inactive = no such curve, though single readings can be large; an effect the other way counts as inactive or inconclusive. Potency is the fitted concentration of half-maximal effect.

SMILES | RGS12 GoLoco inh | NPSR antag | JMJD2E inh | SMN2 splice enh | RECQ1 helicase | IMPase Li cell | Epigenetic reg | KinaseGlo FLuc
CC(C)(C)C1CCc2c(C(=O)N/N=C/c3cccs3)csc2C1 (stereo unspecified) | 16% | -20%[46.1 µM] | -2% | 14µM* | -11% | 24%[38.3 µM] | -1.2% | 5%
Cc1ccc(S(=O)(=O)N2CCCC2C(=O)Nc2cc(C)on2)cc1 (stereo unspecified) | 4% | -2%[46.1 µM] | 0% | 9% | -16% | -10%[38.3 µM] | 0.0% | 0%
Cc1ccc(-c2nnn(CC(=O)Nc3cccc4cccnc34)n2)o1 | 13% | -21%[46.1 µM] | ? | 11% | -10% | 38%[activator][38.3 µM] | -1.0% | -10%
Cc1c(Cc2ccccc2)c(=O)n2c([nH]c3ccccc32)c1C#N | 7% | ? | ? | · | -8% | · | 6.4% | ·
CN(C)S(=O)(=O)N1CCN(c2cccc(Cl)c2)CC1 | -2% | 10%[46.1 µM] | 1% | 4% | -15% | 21%[38.3 µM] | 2.3% | 1%
CC(=O)C=NCC(=O)O | 7%[14.2 µM] | · | · | -15%[9.22 µM] | · | -5% | · | 0%[7.66 µM]
CCOCCCn1c(C)nc2c(c1=O)c1nc3ccccc3nc1n2-c1ccc(C)cc1 | -4% | 0%[46.1 µM] | 1% | -9% | i | -23%[38.3 µM] | 0.0% | 0%
Cc1cc(F)ccc1S(=O)(=O)Nc1ncnc2sc3c(c12)CCC3 | 2% | -14% | -11% | · | i | -5% | 0.9% | ·
CCCOc1ccc(N2C(=O)CC(N(Cc3ccco3)C(=O)CC)C2=O)cc1 (stereo unspecified) | 7% | 10% | 18% | · | -11% | · | -2.6% | ·
CCN(CC)c1ccc(C=C(c2nnnn2-c2ccccc2)c2nnnn2-c2ccccc2)cc1 | 20% | -23% | 0% | 1% | -8% | 1% | 2.1% | 1%
CCCCN(C)C(=O)c1nc2ccccn2c1CN1CCN(c2cnccn2)CC1 | 1% | 0% | -5% | · | -1% | 9% | -1.3% | 0%
CCOC(=O)C1CCN(Cc2c(O)ccc3ccccc23)CC1 | -3% | 0% | ? | -5% | -3% | 9% | -1.0% | 4%
O=C(Cn1c(CO)nc2ccccc21)NC1CCCCCC1 | -3% | -6% | 4% | 4% | -3% | 9% | -0.5% | 1%
Cc1ccc(OCC(=O)OC2CCCN(C)C2)cc1 (stereo unspecified) | -2% | -20% | -2% | · | 17% | 0% | 2.8% | -1%
CCC(c1nnnn1CCOC)N(Cc1ccc(C)cc1)Cc1cc2cc(OC)ccc2[nH]c1=O (stereo unspecified) | -5% | -19%[46.1 µM] | 4% | -9% | 7% | 24%[38.3 µM] | 0.0% | 1%
COc1ccc(-c2cn[nH]c2-c2ccc(OCc3ccc(F)cc3)cc2O)cc1OC | 0% | -51% | ? | · | -11% | · | 13% | ·
Cc1cccc(-c2nnc(SCC(=O)Nc3nc4c(s3)CCCC4)n2C)c1 | 0% | 4%[46.1 µM] | 0% | -13% | -1% | 9% | 1.2% | 4%
N/C(=N\OC(=O)c1cccs1)C1(c2ccc(Cl)cc2Cl)CC1 | 0% | 10% | 2% | · | -2% | · | 0.4% | ·
Oc1c(Br)cc(Br)cc1CNc1ccccn1 | 7% | -13% | 4% | · | -5% | · | -2.8% | ·
COc1ccc(/C=N/N=C2\CC3CCC2(C)C3(C)C)cc1O (stereo unspecified) | 6% | -15%[46.1 µM] | 2% | -12% | i | 22%[38.3 µM] | 2.1% | -1%
Cc1ccc(C(=O)CSc2nnc(-c3ccccc3N)n2C)cc1 | -21% | 2%[46.1 µM] | 3% | -4% | i | -2%[38.3 µM] | 0.0% | -5%
COC(=O)C1=C(C)N(c2ccc(OC)cc2)C(C)=C(C(=O)OC)C1c1ccccc1 | 25% | 43%[7.67 µM] | -11% | · | -6% | · | 1.0% | ·
COc1ccc(CNC(=O)c2cc(C)nc3ccccc23)cc1OC | 7% | 4% | -13% | 12% | i | 2% | 2.4% | 0%
OCCC1CN(Cc2cccn2-c2nccs2)CCN1CCc1ccccc1 (stereo unspecified) | 9% | 1% | -4% | · | i | 12% | 0.2% | 2%
O=C(O)c1cccnc1SC1CC(=O)N(Cc2ccccc2)C1=O (stereo unspecified) | -8% | -8%[46.1 µM] | 2% | 29% | -3% | 31%[activator][38.3 µM] | -1.1% | 4%
CCSC1=NCCN1C(=O)c1ccc(S(=O)(=O)N(C)C)cc1 | 3% | 25% | -5% | -15% | i | -4% | -1.1% | -1%
Cc1ccc(NC(=O)NNS(=O)(=O)c2ccc(Br)cc2)cc1 | 5% | -12%[46.1 µM] | 2% | 11% | -4% | -8%[38.3 µM] | 0.0% | -1%
O=C(CSc1nccc(=O)[nH]1)NC1CCCc2ccccc21 (stereo unspecified) | 8% | -8% | 0% | · | -1% | · | -0.6% | ·
COCCCN=C1NN=C(c2cc(C)n(Cc3ccco3)c2C)CS1 | 3% | 35% | -1% | ? | -24% | 13% | 0.0% | 0%
CC1=CC(C)(C)N(C(=O)CSc2ncn[nH]2)c2ccccc21 | -13% | -23%[46.1 µM] | -1% | ? | 7% | 19%[38.3 µM] | -2.5% | 0%

Next part.
structure | RGS12 GoLoco inh | NPSR antag | JMJD2E inh | SMN2 splice enh | RECQ1 helicase | IMPase Li cell | Epigenetic reg | KinaseGlo FLuc
CC1(c2ccc(C#N)cc2)NC(=O)N(CC(=O)Nc2cc(S(=O)(=O)N3CCOCC3)ccc2Cl)C1=O (stereo unspecified) | 8% | 3% | 0% | -4% | -2% | 10% | -3.5% | -1%
COc1cnn(-c2cc(Oc3ccc(C)cc3)ncn2)c(=O)c1Cl | -7% | 1%[46.1 µM] | 4% | -50%[inhibitor] | -1% | 26%[38.3 µM] | -2.3% | -7%
CN(Cc1ccc(F)cc1)C(=O)c1cc(COc2ccc(F)cc2F)on1 | 5% | 43% | -15% | · | -6% | 12% | 1.8% | -9%
CC(=O)N(Cc1c(C#N)c2ccccc2n1C)c1ccccc1 | -3% | -22%[46.1 µM] | 3% | 8% | i | -2% | -2.0% | -1%
CCSC1=N/C(=C\c2cccnc2)C(=O)N1c1ccccc1 | -4% | -29% | ? | ? | -4% | 10% | -0.1% | 5%
O=C(N/N=C/C=C\c1ccccc1[N+](=O)[O-])c1cccs1 | 8% | -24%[46.1 µM] | -7% | 15% | -4% | 2% | 2.3% | 0%
O=[N+]([O-])c1cc(Cl)cc(C2=NCCN2)c1 | -9% | 14%[46.1 µM] | 6% | -3% | 10% | -5%[38.3 µM] | -0.8% | 16%
Cc1ccn(C(=O)c2cc3c(C)nn(-c4ccccc4)c3s2)n1 | 2% | ? | ? | -10% | ? | -8%[38.3 µM] | -1.6% | -4%
COc1cc(NC(=O)c2nccn2C)cc(C(=O)Nc2cccc(C(F)(F)F)c2)c1 | -6% | -15% | ? | · | i | · | 3.7% | ·
CCCOC(=O)c1cc(=O)[nH]c2ccccc12 | 2% | 0%[46.1 µM] | ? | -6% | i | 8%[38.3 µM] | 0.1% | -6%
COC1=C(N)C(=O)c2nc(-c3nc(C(=O)O)c(C)c(-c4ccc(OC)c(OC)c4O)c3N)ccc2C1=O | 7% | 3% | 331%[activator] | -100%[inhibitor] | -17% | 49%[activator] | -4.1% | -7%
COc1ccccc1NC(=O)c1ccc(-c2ccccc2[N+](=O)[O-])o1 | 50%[activator] | -41% | 8% | 8% | 5% | 16% | 3.7% | -1%
CC(c1ccccc1)N1CC(C(=O)N2CCN(c3ccccc3)CC2)CC1=O (stereo unspecified) | 10% | 2%[46.1 µM] | -2% | 13% | -12% | 10%[38.3 µM] | 2.7% | 2%
CC(C)CCN1C(=O)c2ccccc2C1C(=O)NCc1cccnc1 (stereo unspecified) | -2% | -7%[46.1 µM] | -1% | -13% | -11% | 13%[38.3 µM] | -1.0% | 1%
COc1ccc(CSc2nc(C)[nH]c2[N+](=O)[O-])cc1[N+](=O)[O-] | -2% | -12% | -1% | · | 3% | · | -2.6% | ·

Five entries drawn at random from those above:
structure | RGS12 GoLoco inh | NPSR antag | JMJD2E inh | SMN2 splice enh | RECQ1 helicase | IMPase Li cell | Epigenetic reg | KinaseGlo FLuc
CC(=O)N(Cc1c(C#N)c2ccccc2n1C)c1ccccc1 | -3% | -22%[46.1 µM] | 3% | 8% | i | -2% | -2.0% | -1%
CC1(c2ccc(C#N)cc2)NC(=O)N(CC(=O)Nc2cc(S(=O)(=O)N3CCOCC3)ccc2Cl)C1=O (stereo unspecified) | 8% | 3% | 0% | -4% | -2% | 10% | -3.5% | -1%
O=C(N/N=C/C=C\c1ccccc1[N+](=O)[O-])c1cccs1 | 8% | -24%[46.1 µM] | -7% | 15% | -4% | 2% | 2.3% | 0%
CC(c1ccccc1)N1CC(C(=O)N2CCN(c3ccccc3)CC2)CC1=O (stereo unspecified) | 10% | 2%[46.1 µM] | -2% | 13% | -12% | 10%[38.3 µM] | 2.7% | 2%
CN(Cc1ccc(F)cc1)C(=O)c1cc(COc2ccc(F)cc2F)on1 | 5% | 43% | -15% | · | -6% | 12% | 1.8% | -9%

Some of the compounds tested. The share of hits here may be higher or lower than overall.
